Source: PubChem
TSHR antagonist – antagonists of human thyroid stimulating hormone receptor; P16473; TSHR-expressing cells, TSH-stimulated cAMP HTRF, 2 h; hits give low values; 0.2% of 330,000 active; AID 504810; activity change, negative = inhibition, % at 11.5 µM;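 active = activity change below a set negative limit, meaning inhibition stronger than a set level, cut at about -70% in these data; inconclusive = activity change between two set negative limits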; also: % is scaled to controls: 0 for no effect and ±100 for the full control effect
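Competitive HTRF cAMP read-out (cryptate anti-cAMP antibody, cAMP-d2; 30 min, room temperature) in freshly harvested TSHR cells. Compounds added before TSH at EC80 (4nM final), followed by 2 hours' incubation at 37 deg C.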
TCR activator – activators of T cell receptors | primary human leukocytes, anti-CD3, IL-2 HTRF, 48 h | Potency, µM (highest dose often 9.22 µM), without a hit: at the top dose activation of IL-2 secretion, actives largely listed as activators | 330,000 tested, under 10 active; also: % of control where 0% means no effect
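Primary human leukocytes incubated 48 hr with anti-CD3 beads plus compound, without co-stimulation. Secreted IL-2 measured by HTRF (europium cryptate/d2 anti-IL-2 pair, 320 nm excitation, 665 nm emission).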
AT treatment – potential ataxia-telangiectasia treatments restoring KAP-1 phosphorylation; 0.19% of 320,000 active; […] A-T fibroblasts, KAP-1 phosphorylation AlphaLISA; neocarzinostatin DNA damage 30 min before lysis; AID 485349; Potency, µM (doses to about 57.5 µM), for the others: top-dose activation, most hits filed as activators; also: potency is read from the fitted curve at half-maximal effect; % of control where 0% means no effect; nearly all actives have a fitted effect of over 45% in size
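ATM-like activity read as KAP-1 phosphorylation via AlphaLISA donor/acceptor antibody pairs after lysis and 6 hr at 25C. Cells were ATM-null patient fibroblasts ([…], hTERT), dosed 60 min, then exposed to the DSB inducer NCS for 30 min.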
PTAP TSG101 blk – blocks PTAP/TSG101 interaction to inhibit HIV-1 budding. Fluorescence polarization, FITC-PTAP peptide / Tsg101 binding. Potency, µM (titrated, usually from 115 µM), for inactives: at the top dose activity change, negative = inhibition, most hits filed as inhibitors. 340,000 tested, under 10 active. AID 493005; active = well fitted inhibition curve with a large enough effect in the main read-out, with a control signal flat, not every such curve was filed as active; inconclusive = small, poorly fitted or top-dose-only effect, or effect the other way, or a change in a side signal; inactive = no such curve, though single readings can be large or run the other way; also: potency is read from the fitted curve at half-maximal effect; % of control where 0% means no effect
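FP read-out: FITC-PTAP peptide, 50 nM final, binding Tsg101 binding domain, 10 uM final; 20 min, r.t.; 10 mM HEPES pH 7.5, 0.15 M NaCl, 0.01% Tween 20, 3 mM EDTA, 0.1 mM TCEP.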
a7 integrin act – activators of alpha7 integrin expression for muscular dystrophy. alpha7betagal myoblasts, beta-gal FDG fluorescence, 48 h. Potency, µM (doses to about 38.3 µM), for inactives: top-dose activation, most hits filed as activators. 0.064% of 350,000 active. AID 624291;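 also: potency is read from the fitted curve at half-maximal effect; 100% = response of the positive control SU9516; nearly all actives have a fitted effect of over 60% in size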
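alpha7betagal+/- myoblasts (passage 13, 250/well) treated 48 h at 37C with compounds at 1:260 dilution of DMSO stock. Lysed, then beta-galactosidase activity read as FDG fluorescence (ex 480/em 540) after 30 min, with pre-read for autofluorescence.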
Chronic BCR inh – inhibitors of chronic active B-cell receptor signaling. Potency, µM (top dose mostly 46.1 µM), for inactives: at the highest dose ratio change, negative = lower green/red ratio, hits mostly inhibitors. ABC-DLBCL IkBa-CBG/CBR reporter, luminescence ratio, 4 h. 0.05% of 340,000 active; active = well fitted inhibition curve with a large enough effect in the signal ratio, with a control signal flat, not every such curve was filed as active; inconclusive = small, poorly fitted or top-dose-only effect, or effect the other way, or a change in a side signal; the % refers to the signal ratio;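 also: potency is read from the fitted curve at half-maximal effect; plate controls were basal doxycycline-induced cells for no effect and cells given 10 µM MG132 for full effect; MG132 reads +100%, hits lower the ratio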
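TMD8 human ABC-DLBCL cells with doxycycline-inducible IκBα–green luciferase fusion and unfused red luciferase, in 0.5% FBS medium; compounds up to 46 uM, 4 h at 37C. Green/red luminescence ratio, filter-overlap corrected, fitted to concentration-response curves.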
Eya2 inh – blocks the phosphatase activity of human Eya2. recombinant Eya2, OMFP fluorescence dephosphorylation (OMFP is methylfluorescein phosphate). Potency, µM (top dose mostly 76.9 µM), inactives show at the highest dose activity, negative = inhibition, most hits filed as inhibitors. O00167. 0.006% of 330,000 active; also: potency is read from the fitted curve at half-maximal effect; % is scaled to controls: 0 for no effect and ±100 for the full control effect
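Eya2 protein (added as 0.2 uM solution) was preincubated with compound for 10 min at ambient temperature in 50 mM HEPES pH 7.5, 50 mM NaCl, 5 uM MgCl2, 0.05% BSA, 1 mM DTT. OMFP (added at 50 uM) then reacted 10 min; fluorescence read at 485/525 nm.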
ELG1 DNA repair – inhibitors of ELG1-dependent DNA repair in HEK293T cells; HEK293T ELG1-luciferase reporter, luminescence, 16 h; DNA damage induced by 5-fluorouridine; Potency, µM (top dose mostly 46.1 µM), for inactives: at the top dose activity change, negative = inhibition, hits mostly inhibitors; 2.3% of 330,000 active; AID 504467; also: potency is read from the fitted curve at half-maximal effect; % is scaled to controls: 0 for no effect and ±100 for the full control effect; nearly all actives have a fitted effect of over 55% in size
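Luminescence from the luciferase reporter, measured 30 min after ONE-Glo reagent at room temperature, was the read-out. Beforehand, 2,000 cells per well were exposed for 16 hr at 37 °C to 5-fluorouridine together with compound or vehicle.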
S-ASM inh – inhibitors of human secretory acid sphingomyelinase; placental ASM, HMU-PC fluorogenic substrate, 60 min; AID 504937; P17405; 0.006% of 340,000 active; Potency, µM (series often up to 57.5 µM), inactives show at the top dose activity change, negative = inhibition, actives largely listed as inhibitors; also: potency is read from the fitted curve at half-maximal effect
Target sequence (P17405 47-631 limits assumed): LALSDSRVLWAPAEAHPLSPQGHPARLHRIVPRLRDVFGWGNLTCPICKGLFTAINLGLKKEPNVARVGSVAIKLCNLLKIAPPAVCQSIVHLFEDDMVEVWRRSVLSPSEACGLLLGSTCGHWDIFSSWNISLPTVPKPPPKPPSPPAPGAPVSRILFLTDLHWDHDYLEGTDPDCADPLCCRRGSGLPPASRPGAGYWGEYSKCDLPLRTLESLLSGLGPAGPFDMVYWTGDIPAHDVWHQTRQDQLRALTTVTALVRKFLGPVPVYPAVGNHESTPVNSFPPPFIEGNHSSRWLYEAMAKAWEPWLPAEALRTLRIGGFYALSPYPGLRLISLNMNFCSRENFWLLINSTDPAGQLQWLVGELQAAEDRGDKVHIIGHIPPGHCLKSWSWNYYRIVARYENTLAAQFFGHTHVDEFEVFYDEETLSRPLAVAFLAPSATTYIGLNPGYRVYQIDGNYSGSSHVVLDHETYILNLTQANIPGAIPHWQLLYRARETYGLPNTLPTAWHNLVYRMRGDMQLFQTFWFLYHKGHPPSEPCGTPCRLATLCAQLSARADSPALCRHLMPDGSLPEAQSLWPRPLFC
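Fluorogenic HMU-PC substrate (9 uM final) is turned over by placental ASM in 60 min at 37 C after a 10 min compound preincubation. Reaction ended by alkaline stop (pH 10), with fluorescence read at 386/447 nm.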
Mito fusion act – blocks mitochondrial division or promotes mitochondrial fusion. S. cerevisiae fusion-defective mutant growth rescue, CellTiterGlo 48 h. Potency, µM (highest dose often 46.1 µM), for inactives: at the highest dose growth rescue (activation), most hits filed as activators. 0.23% of 320,000 active;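 also: potency is read from the fitted curve at half-maximal effect; % of control where 0% means no effect; nearly all actives have a fitted effect of over 45% in size; temperature-sensitive fusion mutants such as fzo1-1 at 37 °C on non-fermentable ethanol glycerol medium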
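Luminescent cell viability in 1536-well qHTS format served as the measure of rescued growth in ts fusion-mutant S. cerevisiae cultured on non-fermentable YPEG for 48 hours at 37C.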
Tb PFK block – blocks T. brucei phosphofructokinase; O15648; T. brucei PFK, ADP-Glo luminescence; Potency, µM (series often up to 57.5 µM), for the others: top-dose activity, negative = inhibition, actives largely listed as inhibitors; 0.17% of 330,000 active;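 also: potency is read from the fitted curve at half-maximal effect; 0% = uninhibited 1x PFK enzyme wells and -100% = no-enzyme wells; nearly all actives have a fitted effect of over 60% in size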
Target sequence (O15648 whole entry, looked up): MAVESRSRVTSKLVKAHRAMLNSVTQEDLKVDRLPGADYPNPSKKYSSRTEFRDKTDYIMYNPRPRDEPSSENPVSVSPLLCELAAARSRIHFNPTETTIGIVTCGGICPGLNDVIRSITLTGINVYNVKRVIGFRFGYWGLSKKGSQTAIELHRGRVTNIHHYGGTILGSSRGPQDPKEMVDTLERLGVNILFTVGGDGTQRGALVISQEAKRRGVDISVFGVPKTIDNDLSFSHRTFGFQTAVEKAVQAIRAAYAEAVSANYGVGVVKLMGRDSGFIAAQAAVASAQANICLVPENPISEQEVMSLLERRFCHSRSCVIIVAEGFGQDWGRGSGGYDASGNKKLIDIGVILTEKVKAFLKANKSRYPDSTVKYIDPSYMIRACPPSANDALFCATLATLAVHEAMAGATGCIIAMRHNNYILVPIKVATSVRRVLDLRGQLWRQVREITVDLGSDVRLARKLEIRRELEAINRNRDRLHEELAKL
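PFK 1.25 nM, F6P 0.5 mM, ATP 0.1 mM, 0.1 M TEA pH 8.0, 5 mM MgCl2, 0.01% Tween20, 0.1% BSA; 45 min RT. ADP-Glo readout. qHTS titration up to 57 uM; curves fitted, compounds curve-classed.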
* = called active by the depositor; ? = inconclusive; . = not tested or not shown; & = joins results of further samples; [ ] = another dose, or the depositor's remark. Unless noted, calls follow the shape of the dose curve; as a rule, active = well fitted curve in the direction sought with a large enough effect; inconclusive = small, poorly fitted or top-dose-only effect, or another doubt; inactive = no such curve, though single readings can be large; an effect the other way counts as inactive or inconclusive.

SMILES	TSHR antagonist	TCR activator	AT treatment	PTAP TSG101 blk	a7 integrin act	Chronic BCR inh	Eya2 inh	ELG1 DNA repair	S-ASM inh	Mito fusion act	Tb PFK block
CCC1Sc2ccc(S(=O)(=O)Nc3ccc(OC)cc3)cc2NC1=O (stereo not given)	1	9%	-2%	-3%	16%	-17%	-10%	-12%	-2%	3%	-5%
O=C(NCc1ccccc1)c1nc[nH]c1C(=O)NCc1ccccc1	-3	-3%	-3%	-3%	7%	?	-3%	-4%	-1%	-4%	4%
CCN(CC(=O)NCc1cccs1)C(=O)c1cccc(S(=O)(=O)Nc2cccc(C)c2)c1	72	-4%	4%	-2%	6%	0%	-11%	-7%	0%	4%	-1%
Cc1nc2c(o1)CCc1ccccc1C2N1CCN(C)CC1 (stereo not given)	0&40	-2%&0%	-1%&22%	-6%&1%&-3%	-10%&1%&-2%	?	0%&19%	1%&10%	-7%&-1%&6%	0%&12%	-3%&-2%
NNC(=O)COc1ccc2oc3c(c2c1)CCCC3	2	1%	-1%	0%	1%	-10%	1%	-5%	1%	-4%	-2%
CCCCC(=O)OCC(=O)c1[nH]c(C)c(C(=O)OCC)c1C	9	-4%	-1%	1%	2%	?	1%	?	-18%	3%	0%
CCCCn1c(N)c(N(CC(C)C)C(=O)CC2CCCCC2)c(=O)[nH]c1=O	22	-1%	13%	-1%	-13%	6%	9%	-2%	2%	1%	26%
COc1ccccc1-c1cc(C(=O)N/N=C/c2sccc2C)c2ccccc2n1	-13	1%	-1%	-2%	25%	-2%	-41%	12µM*	-7%	-3%	9%
Cc1c(NC(=O)CSc2ccc(Cl)cc2)cccc1-c1nc2ncccc2o1	-17	0%	-2%	-12%	-25%	15%	-9%	9.2µM*	-7%	2%	-10%
S=c1[nH]nc(-c2cccc(Cl)c2)n1CCN1CCCCC1	-4	0%[46.1 µM]	-13%	-4%	-15%	1%	-3%	7%	6%	-1%	14%
Cc1cc2cc(C#N)c(N3CCN(S(C)(=O)=O)CC3)nc2cc1C	-10	-8%[46.1 µM]	13%	-4%	2%	0%	-2%	-20%	118%[activator]	-9%	0%
CS(=O)(=O)N1CCC(C(=O)N2CCN(c3ccccc3)CC2)CC1	4	-4%	0%	0%	44%	-11%	4%	7%	4%	13%	1%
CCCc1nc(SCC(=O)N2CCc3ccccc32)c2c(C)c(C)sc2n1	3	.	8%	.	.	-3%	-3%	6%	.	2%	0%
Cc1ccc(Cl)c(OCC(=O)N(C)CC(=O)Nc2ccc(N3CCOCC3)cc2)c1	-4	-5%	-2%	-5%	0%	-1%	9%	-13%	.	0%	-1%
CCOC(=O)c1c(C)[nH]c(=S)c(C#N)c1-c1ccccc1	-2	0%[46.1 µM]	-3%	-10%	17%	4%	-2%	6%	1%	0%	-1%
CCc1cc(/C(Cc2ccccn2)=N\Nc2ccccc2)c(O)cc1O	-1	3%	-5%	0%	-25%	-3%	-7%	9%	0%	5%	0%
Cc1cc(C)nc(SCC(=O)c2ccc(F)c(C)c2)n1	13	-3%	5%	0%	-12%	?	1%	8%	0%	-1%	-5%
CSc1nc(N(C)C)c2ccccc2n1	6	-5%	-5%	0%	?	0%	-1%	4%	3%	3%	2%
COc1ccc(C)cc1-n1c(-c2ccncc2)n[nH]c1=S	3	9%	-8%	-4%	13%	5%	2%	17%	-1%	-1%	-16%
Cc1c(Nc2nc(C(F)(F)F)nc3ccccc23)c(=O)n(-c2ccccc2)n1C	17	-4%	-2%	-2%	-16%	1%	0%	-12%	-1%	1%	6%
COc1cccc(NC(=O)COC(=O)COc2ccccc2[N+](=O)[O-])c1	-4	-4%[46.1 µM]	4%	2%	-8%	-8%	1%	10%	-1%	-1%	-3%
N#C/C(=C\Nc1ccccc1SC(F)(F)F)c1nc(-c2ccccc2)cs1	9	-6%[46.1 µM]	-3%	-6%	2%	7%	1%	?	-2%	-3%	-2%
O=C(NCC1CCCO1)c1cccnc1Nc1ccccc1F (stereo not given)	-12	2%	17%	1%	6%	2%	1%	4%	-1%	2%	7%
O=C(Nc1ccccc1)NC1(C(=O)NCc2ccco2)CCCCC1	-1	-2%	-2%	-8%	21%	18%	-10%	-5%	0%	1%	14%
CCOc1cc(/C=C/C(=O)O)ccc1OCc1ccccc1	-5	7%	1%	1%	-10%	?	16%	3%	4%	4%	-4%

7 entries already listed, ordered by molar mass, falling.
SMILES	TSHR antagonist	TCR activator	AT treatment	PTAP TSG101 blk	a7 integrin act	Chronic BCR inh	Eya2 inh	ELG1 DNA repair	S-ASM inh	Mito fusion act	Tb PFK block
COc1ccccc1-c1cc(C(=O)N/N=C/c2sccc2C)c2ccccc2n1	-13	1%	-1%	-2%	25%	-2%	-41%	12µM*	-7%	-3%	9%
CCCCn1c(N)c(N(CC(C)C)C(=O)CC2CCCCC2)c(=O)[nH]c1=O	22	-1%	13%	-1%	-13%	6%	9%	-2%	2%	1%	26%
COc1cccc(NC(=O)COC(=O)COc2ccccc2[N+](=O)[O-])c1	-4	-4%[46.1 µM]	4%	2%	-8%	-8%	1%	10%	-1%	-1%	-3%
O=C(Nc1ccccc1)NC1(C(=O)NCc2ccco2)CCCCC1	-1	-2%	-2%	-8%	21%	18%	-10%	-5%	0%	1%	14%
S=c1[nH]nc(-c2cccc(Cl)c2)n1CCN1CCCCC1	-4	0%[46.1 µM]	-13%	-4%	-15%	1%	-3%	7%	6%	-1%	14%
CCCCC(=O)OCC(=O)c1[nH]c(C)c(C(=O)OCC)c1C	9	-4%	-1%	1%	2%	?	1%	?	-18%	3%	0%
CCOc1cc(/C=C/C(=O)O)ccc1OCc1ccccc1	-5	7%	1%	1%	-10%	?	16%	3%	4%	4%	-4%

(list continues)
SMILES	TSHR antagonist	TCR activator	AT treatment	PTAP TSG101 blk	a7 integrin act	Chronic BCR inh	Eya2 inh	ELG1 DNA repair	S-ASM inh	Mito fusion act	Tb PFK block
Cc1sc2ncnc(N3CCCCC3)c2c1C	-9	-1%	0%	-7%	-20%	-7%	8%	?	0%	5%	-2%
Cc1nc2ccccc2n1CC(=O)NCc1ccccc1	-10	.	-1%	.	-44%[inhibitor]	1%	-1%	-14%	0%	0%	-5%
COC(=O)C(Cc1ccccc1)NC(=O)CC(C)CC(=O)Nc1ccc(OC)cc1OC (stereo not given)	-20	.	8%	-1%	22%	0%	6%	-6%	2%	3%	3%
Cc1cc(C)c(NC(=O)CCCn2c(=O)oc3ccccc32)c(C)c1	5	-5%	2%	-5%	3%	?	-7%	-4%	-5%	0%	0%
O=C(NC1CCC(O)CC1)c1cc(-c2ccco2)nc2ccccc12 (stereo not given)	23	4%	-3%	-8%	32%	6%	?	14%	117%[activator]	-4%	1%
Cc1cccc(-c2nnc(SCc3ccccc3)o2)c1	-9	-8%	5%	1%	31%	5%	-13%	?	-3%	6%	-1%
CCCCNC(=O)N(O)C1N(/N=C/c2cccs2)C(=S)SC1(C)C (stereo not given)	1	-5%	-2%	0%	7%	?	?	-6%	-3%	0%	1%
